Screening results: PubChem, Fisher Drug Discovery Resource Center
mcGAS lum: inhibitors of mouse cGAS | recombinant cGAS, Kinase-Glo ATP depletion luminescence | AID 1259399 | hit rate 0.15% among 160,000 | inhibition, % at 12.5 µM;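 also: 0% = negative control wells and 100% = reference inhibitor with no enzyme activity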
NPYLR7 ag: activates Aedes aegypti NPYLR7 receptor; HEK293T NPYLR7/Galpha15, GCaMP6s calcium fluorescence; activation, % at 10 µM; hit rate 0.15% among 270,000; AID 1259423; in the data active = activation above about 40%;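 also: 0% = vehicle and 100% = reference agonist at the receptor; some compounds past the cut are filed as inactive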
hcGAS lum: inhibitors of human cGAS | Q8N884 | recombinant h-cGAS, ATP depletion, Kinase-Glo luminescence | inhibition, % at 12.5 µM | hit rate 0.081% among 290,000 | AID 1259398;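 also: 0% = vehicle reaction and 100% = reaction without DNA for no activity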
Target sequence (Q8N884 whole entry, looked up): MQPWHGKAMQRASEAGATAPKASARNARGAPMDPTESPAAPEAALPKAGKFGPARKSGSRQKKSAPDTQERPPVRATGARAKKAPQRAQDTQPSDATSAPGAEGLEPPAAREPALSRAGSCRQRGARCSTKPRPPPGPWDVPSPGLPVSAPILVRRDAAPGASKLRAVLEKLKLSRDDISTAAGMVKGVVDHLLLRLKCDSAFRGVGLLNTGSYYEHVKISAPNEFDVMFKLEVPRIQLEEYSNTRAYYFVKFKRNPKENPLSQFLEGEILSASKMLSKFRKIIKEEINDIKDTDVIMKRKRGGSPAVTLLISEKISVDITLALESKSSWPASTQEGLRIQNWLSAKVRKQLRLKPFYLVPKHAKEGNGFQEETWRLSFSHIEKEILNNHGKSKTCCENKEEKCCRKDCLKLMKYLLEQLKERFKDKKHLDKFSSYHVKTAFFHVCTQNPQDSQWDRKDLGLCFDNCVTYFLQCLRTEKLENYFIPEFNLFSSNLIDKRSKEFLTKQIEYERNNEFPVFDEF
Starred values were filed as active, the others as inactive; x = not tested or not shown; & = joins results of further samples. Rule as the data show it, unless noted: active = inhibition above about 40%; inactive = the rest.

compound	mcGAS lum	NPYLR7 ag	hcGAS lum
Oc1ccc(SC/C=C/Cl)cc1	-15	1	-7
O=C(CC1=CSC2=NCCCN12)N1CCCCC1CCN1CCCC1 (stereo not given)	-3	x	-8
CCOC(=O)C1CCN(C(c2ccc(OC)c(OC)c2)C2Sc3nc(C)nn3C2=O)CC1 (stereo not given)	x	-1	-9
O=C(NCCc1ccccn1)c1cc2n(n1)CCN(Cc1ccccc1C(F)(F)F)C2=O	-6	-5	-8
c1cncc(-c2nc(CCNC3CCC4(CCNCC4)CC3)cs2)c1	x	19	-4
CCN(CC)CCN(C(=O)c1ccnn1C)c1nc2c(C)ccc(Cl)c2s1	1	x	3
Cc1ccc(CN(C)C(=O)c2ccc3c(c2)S(=O)(=O)N=C2CCCCCN23)c(C)c1	-8	1	-6
Cc1ccccc1Cn1ccnc1CNc1ccccc1	-4	8	-3
COc1cccc(-c2nccn2C(C)Cn2cncn2)c1OC (stereo not given)	x	-3	-1
CCOc1ccc(C2c3[nH]c4ccccc4c3CCN2C(=O)c2occc2C)cc1 (stereo not given)	-8	-1&6	8&-7
Fc1ccccc1OCCOCCn1cncn1	x	0	7
C=C(C)CSc1nc2c(c(=O)[nH]c(=O)n2C)n1CCOC	-8	x	-13
CN(C)c1nc2c(c(=O)[nH]1)CCN(C(=O)c1ccc(C3CCCO3)s1)C2 (stereo not given)	-16	13	-2
O=C(Nc1cccnc1)c1cn(Cc2ccccc2)cc2c(=O)n(-c3ccccc3)nc1-2	-10	7	-7
COc1nc2ccccc2cc1-c1cc(O)cc(C(=O)O)c1	x	-6	1
COc1ccccc1-c1nc(CN2CCc3ccccc3C2CO)cs1 (stereo not given)	x	11	-12
O=C(COc1ccccc1)N(Cc1ccccn1)c1nc2ccc(F)cc2s1	-8	-3	-1
O=C(NCC1Cc2cc(F)ccc2O1)c1ccc(Cl)cc1Cl (stereo not given)	-11	1	-3
COc1ccc(Nc2nc3nonc3nc2Nc2c(C)n(C)n(-c3ccccc3)c2=O)cc1	-2	0	0
Cc1cc(C(=O)Cn2cnc3c2c(=O)n(C)c(=O)n3C)c(C)n1C	x	-1	-3

(cont.)
compound	mcGAS lum	NPYLR7 ag	hcGAS lum
CCCCN(Cc1ccccc1F)C(=O)C(C)c1n[nH]c(=O)c2ccccc12 (stereo not given)	-12	2	-7
Cc1ccc(C(=O)N2CCN(CC(=O)Nc3cccc(F)c3)CC2)o1	x	7	-8
O=C(CCN1CCN(CCn2cncn2)CC1)Nc1nccs1	-13	-3	-4
O=C(C=Cc1ccc(Br)o1)Nc1nc(-c2ccco2)c(-c2ccco2)s1	x	22	-10
CS(=O)(=O)CCCNC(=O)Nc1cccc(F)c1F	x	10	-9
Cc1ccc(-n2c(SCc3ccc(C(=O)NC4CC4)cc3)nnc2-c2ccccc2[N+](=O)[O-])cc1	0	-5	6
CC(C)(C)NC(=O)NC1CCN(c2ccccc2C(=O)NCc2ccncc2)CC1	-4	3	1
COC(=O)[C@@H]1C[C@@H](NC(=O)NCCc2ccc(F)cc2)CN1C	x	9	-8
Cc1nn(C)c(Cl)c1C(=O)NC1CCN(S(C)(=O)=O)CC1	x	5	-3
CSc1ccccc1NC(=O)C1(C)CCN1C(=O)CCC1CCCC1 (stereo not given)	x	3	-7
COc1ccc(-c2nc3nc(-c4cccc(OC)c4O)cc(C(=O)O)c3[nH]2)cc1	0	-2	-3
OC(COc1ccccc1)CN(CCc1nc(-c2ccc(Br)cc2)no1)Cc1ccco1 (stereo not given)	2	-4	-1
COc1ccccc1CNc1nc2ccccc2nc1NS(=O)(=O)c1ccccc1	-7	-9	-2
C#CCNC(=O)C(C)Nc1cccc(OCc2cccc(F)c2)c1 (stereo not given)	x	-1	-7
CC(C)(NCC(=O)N1CCCCC1)c1ccc2c(c1)OCO2	x	5	-8
CCOc1ccc(C2CC(c3ccc(C)cc3C)=NN2C(=O)CN2CCC3(CC2)OCCO3)cc1 (stereo not given)	-4	21	-5
Cc1ccc2c(c1)C1(OCCCO1)C(=O)N2CC(=O)NN	-4	16	-2
Cc1nc2c(c(NC(C)Cc3ccsc3)n1)CNC2 (stereo not given)	x	10	-2
CC(C)(C)C1CCC2(CC1)NC(=S)N(C(C)(C)C)N2 (stereo not given)	-4	x	-1
CCOC(=O)c1nn(-c2ccc(C)cc2)c(=O)cc1OCC(=O)Nc1cc(OC)ccc1OC	x	11	-5

Seven entries picked at random from those above, as already listed:
compound	mcGAS lum	NPYLR7 ag	hcGAS lum
COc1cccc(-c2nccn2C(C)Cn2cncn2)c1OC (stereo not given)	x	-3	-1
Cc1nc2c(c(NC(C)Cc3ccsc3)n1)CNC2 (stereo not given)	x	10	-2
Cc1ccccc1Cn1ccnc1CNc1ccccc1	-4	8	-3
CCOc1ccc(C2c3[nH]c4ccccc4c3CCN2C(=O)c2occc2C)cc1 (stereo not given)	-8	-1&6	8&-7
CN(C)c1nc2c(c(=O)[nH]1)CCN(C(=O)c1ccc(C3CCCO3)s1)C2 (stereo not given)	-16	13	-2
CSc1ccccc1NC(=O)C1(C)CCN1C(=O)CCC1CCCC1 (stereo not given)	x	3	-7
CC(C)(C)NC(=O)NC1CCN(c2ccccc2C(=O)NCc2ccncc2)CC1	-4	3	1

New compounds follow:
compound	mcGAS lum	NPYLR7 ag	hcGAS lum
CCn1c(CC2CCN(C(=O)c3ccc4nc[nH]c4c3)CC2)n[nH]c1=O	-13	x	-6
CC(OC(=O)CC12CC3CC(CC(Br)(C3)C1)C2)C(=O)Nc1cccc(Cl)c1 (stereo not given)	-7	-3	-5
COCCNc1oc2c(c1-c1ccc(OC)cc1)c(=O)oc1c(C)cccc12	-1	-3	4
Cc1[nH]c2ccc(Oc3ccccc3)cc2c(=O)c1C	x	10	-9
CCC(C)C(NC(=O)c1ccc(Br)cc1)C(=O)Nc1nnc(-c2ccc(OC)cc2)s1 (stereo not given)	-7	7	-3
CC1=C(C(=O)NCCCN(CC(C)C)CC(C)C)C2(CCCCC2)OC1=O	-4	7	-9
CNC(=O)[C@H]1C[C@]2(CCCCN(C)C2=O)N(C(=O)NC2CCCC2)[C@H]1c1ccco1	-9	-2	-6
COC(=O)c1cc(C(=O)OC)cc(N2C(=O)CSC2c2ccccc2)c1 (stereo not given)	x	-2	-1
Cc1cc(Br)ccc1CNC(=O)c1nccnc1C(N)=O	x	7	-7
CC1(C(=O)NS(=O)(=O)c2cccc(Cl)c2)CCN1C(=O)CC(c1ccccc1)c1ccccc1 (stereo not given)	-6	-2	-5
Cc1ccc(NC(=O)C2CC(=O)N(Cc3cc(C(F)(F)F)cc(C(F)(F)F)c3)C2)cc1C (stereo not given)	1	x	0
O=C(NN=Cc1ccc(OC(=O)c2ccccc2)cc1)c1cccc(O)c1	x	5	-6
CCN1CCN(C(=O)CCN(CCc2ccccc2)c2nc(C3CC3)nc3cc(Cl)ccc23)CC1	-8	5	-4
CCOc1ccc(Nc2nc(NCCCOC)nc3c2cnn3-c2ccccc2)cc1	-8	0	-6
Cn1cc(/C=C/C(=O)NC(c2ccc(F)cc2)c2cccs2)cn1 (stereo not given)	x	8	-3
O=C(CC(NCCCO)C(=O)O)Nc1cccnc1 (stereo not given)	0	12	3
NC(=O)C1CC(C(=O)N2CCCC2c2ccccc2)=NN1c1ccccc1 (stereo not given)	x	1	3
CSC(=NS(=O)(=O)c1cccs1)Nc1ccc(Br)cc1F	-4	1	-5
CS(=O)(=O)NC1CCc2cc(F)ccc21 (stereo not given)	-16	-8	-7
CCOc1ccc(C(=O)Nc2c(C)nc3cc(C)ccn3c2=O)cc1OCC	x	2	-9

Next compounds
compound	mcGAS lum	NPYLR7 ag	hcGAS lum
CC(=O)Oc1c(-c2ccc(NC(=O)c3ccc(Cl)cc3)cc2)c(-c2ccc(C)cc2)nn1-c1cccc(C)c1	-5	-2	-4
CC(=O)CCc1oc2ccc(C)cc2c1-c1ccc(C)cc1	-1	-8	5
CCN1CCN(C(=O)Cn2c(=O)n(-c3ccc(C)c(C)c3)c(=O)c3ccccc32)CC1	-10	34	-3
C=C(C)COc1ccccc1C(=O)N(C)Cc1noc(CC)n1	-9	0	-5
COc1cccc(-n2nc(C(=O)NCc3cccnc3)c(=O)n(Cc3ccccc3Cl)c2=O)c1	-7	11	-8
O=S(=O)(Nc1ccc(N2CCOCC2)cc1)c1cccc(Br)c1	-9	1	-6
CC(=O)O[C@@H]1CC2C(C)(C)CCC(=O)[C@]2(C)C2CC[C@@]3(C)[C@H](c4ccoc4)OC(=O)C4OC43[C@@]21C (stereo not given in full)	-6	x	-4
O=C(NN1C(=O)CC2(CCCC2)C1=O)c1cccs1	5	-12	7
COc1ccc(-c2nnc(SCc3cccc(C(F)(F)F)c3)n2C2CCCCC2)cc1	-8	x	-2
C/C(=C\C=C(Cl)Cl)CSC(=Nc1ccccc1)NC#N	x	14	-2
C=CCn1c(=NC(=O)C2CCCN2S(=O)(=O)c2cccs2)sc2cc(C(=O)OC)ccc21 (stereo not given)	-11	-3	-9
S=C(C=C1SCCS1)c1ccc(Cl)cc1	x	1	-8
Cc1cc(NC(=O)CSc2nnc(C(C)N(C)C)n2-c2ccc(F)cc2)ccc1Br (stereo not given)	x	-1	-5
CCCCCCCCCCCC(=O)Nc1ccc(N2CCCC2)c(C(=O)NC(C)c2ccccc2)c1 (stereo not given)	-2	-4	0
CCCc1nc(C(=O)N2Cc3cnc(C(C)(C)C)nc3C2)cs1	-15	-5	-8
O=C(Nc1ccc(Oc2cccnc2)cc1)C1CCCCN1Cc1ccsc1 (stereo not given)	-14	17	-13
COc1cc(OC)cc(N2CCN(S(=O)(=O)c3ccccc3)C(C)C2=O)c1 (stereo not given)	-5	24	-2
Cc1[nH]n(-c2ccc(Cl)cc2)c(=O)c1C=Nc1nn[nH]n1	x	-10	0
COCCNC(=O)CN1CN(c2ccccc2)C2(CCN(C(=O)Nc3ccc(Cl)cc3)CC2)C1=O	-7	6	-2
CN(CC1CCN(CCc2ccc(Cl)cc2)CC1)CC1CCOC(C)(C)C1 (stereo not given)	-10	6	-11

(continued)
compound	mcGAS lum	NPYLR7 ag	hcGAS lum
O=C(Cc1csc(NC(=O)NC2CCCCC2)n1)Nc1ccccc1Oc1ccccc1	x	-6	-10
Cc1ncsc1CCN(C)CC(=O)NCC1CCCO1 (stereo not given)	0	x	3
CC(C)c1cc(N2C[C@H]3C[C@H](C2)[C@@H]2CCCC(=O)N2C3)nc(C(F)(F)F)n1	-11	x	-4
CCS(=O)(=O)c1ccc(O)c(-n2cnnc2)c1	-16	x	-4
CN(C(=S)NCc1ccc2c(c1)OCO2)C1CCS(=O)(=O)C1 (stereo not given)	-6	0	-3
CC(C)(C)C(=O)Nc1ccnn1C1CCN(C(=O)c2n[nH]c3ccccc23)CC1	-5	11	-1
O=C(CN1CCN(c2ccc3c(c2)OCCO3)C1=O)NCCc1ccncc1	x	4	-8
N#Cc1ccc(C(=O)N(CCCN2CCOCC2)c2nc3ccccc3s2)cc1	-1	-6	1
CC(C)(C)C1CCC(NC(=O)CNC(=O)C2CC2(c2ccccc2)c2ccccc2)CC1 (stereo not given)	-3	0	-4
CCCN1C(=O)COCc2cc(-c3ccccc3)ccc21	x	5	-8
CC(=NC(C)c1cccs1)c1c(O)[nH]c(=O)[nH]c1=O (stereo not given)	1	2	3
CCc1c2c([nH]c(=S)c1C#N)CCC2	2	-1	4
COC(=O)c1ccc(NC(=O)c2cc(=O)c(OCc3ccccc3)co2)cc1	x	3	0
O=C(NCCCOc1cccc([N+](=O)[O-])c1)C(c1ccccc1)C1CCCCC1 (stereo not given)	1	-9	0

Sorted by molecular weight (smallest number first): some entries from above
compound	mcGAS lum	NPYLR7 ag	hcGAS lum
COc1cccc(-c2nccn2C(C)Cn2cncn2)c1OC (stereo not given)	x	-3	-1
CC1=C(C(=O)NCCCN(CC(C)C)CC(C)C)C2(CCCCC2)OC1=O	-4	7	-9
CCCCN(Cc1ccccc1F)C(=O)C(C)c1n[nH]c(=O)c2ccccc12 (stereo not given)	-12	2	-7
COc1ccc(-c2nc3nc(-c4cccc(OC)c4O)cc(C(=O)O)c3[nH]2)cc1	0	-2	-3
CCN1CCN(C(=O)CCN(CCc2ccccc2)c2nc(C3CC3)nc3cc(Cl)ccc23)CC1	-8	5	-4
